Compound activity (PubChem)
GCN5L2 inh – inhibitors of human GCN5L2 histone acetyltransferase. Q92830. hit rate 0.21% among 390,000. Potency, µM (series often up to 58.9 µM), for the others: top-dose activity change, negative = inhibition, hits mostly inhibitors. GCN5L2 HAT assay, ThioGlo1 CoA-SH fluorescence
Target sequence (Q92830 whole entry, looked up): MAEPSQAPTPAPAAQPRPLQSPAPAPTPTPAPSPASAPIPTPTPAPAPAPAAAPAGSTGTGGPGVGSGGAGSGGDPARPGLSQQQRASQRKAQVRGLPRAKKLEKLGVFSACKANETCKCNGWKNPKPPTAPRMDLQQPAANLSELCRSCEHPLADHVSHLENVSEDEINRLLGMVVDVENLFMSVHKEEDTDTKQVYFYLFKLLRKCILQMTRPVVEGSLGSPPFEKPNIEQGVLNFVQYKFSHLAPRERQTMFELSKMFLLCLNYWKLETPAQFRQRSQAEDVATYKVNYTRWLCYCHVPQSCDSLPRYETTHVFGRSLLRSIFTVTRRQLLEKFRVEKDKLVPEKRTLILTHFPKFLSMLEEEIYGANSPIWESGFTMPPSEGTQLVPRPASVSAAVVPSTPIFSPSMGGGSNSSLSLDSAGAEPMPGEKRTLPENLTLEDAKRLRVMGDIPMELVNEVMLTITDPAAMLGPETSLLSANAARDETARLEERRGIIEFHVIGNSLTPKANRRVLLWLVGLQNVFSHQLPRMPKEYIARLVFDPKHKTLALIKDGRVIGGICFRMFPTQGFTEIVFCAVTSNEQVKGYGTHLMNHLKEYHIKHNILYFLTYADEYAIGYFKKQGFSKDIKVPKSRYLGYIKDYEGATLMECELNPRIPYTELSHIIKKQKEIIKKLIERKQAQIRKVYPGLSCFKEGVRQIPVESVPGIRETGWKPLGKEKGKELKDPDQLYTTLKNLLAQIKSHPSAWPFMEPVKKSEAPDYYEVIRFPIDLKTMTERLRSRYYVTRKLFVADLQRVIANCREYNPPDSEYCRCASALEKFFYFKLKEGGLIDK
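GCN5L2 (20 nM) in 50mM HEPES pH 7.5, 0.1mM EDTA, 0.01% Tween-20 preincubated 15 min with compounds at room temperature. Reaction started with H3(1-25) 75uM, acetyl-CoA 70uM, ThioGlo1 50uM; CoA-thiol fluorescence (Ex340/Em540) read at 0 and 20 min.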
FEN1 inh – human FEN1 inhibition. P39748. Recombinant FEN1 flap cleavage, fluorescence, 15 min. hit rate 0.35% among 390,000. Potency, µM (series often up to 114 µM), inactives show top-dose activity change, negative = inhibition, actives largely listed as inhibitors; further: nearly all actives have a fitted effect of over 65% in size
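Steps: FEN1 (10 nM) dispensed; compound added by pin tool; 15 min at room temperature; substrate added to 50 nM final; reads at 0 min and 15 min; data normalized and fitted (four-parameter Hill).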
DT40 TDP1 CPT – growth inhibition of DT40 Tdp1-/-;hTDP1 cells with camptothecin (screen for TDP1 inhibitors) | chicken DT40 Tdp1-/-;hTDP1 cells + 20 nM CPT, ATP luminescence, 48 h | Potency, µM (highest dose often 46.2 µM), without a hit: at the highest dose activity change, negative = growth inhibition, hits mostly inhibitors | hit rate 12% among 420,000; further: nearly all actives have a fitted effect of over 55% in size
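Chicken DT40 Tdp1-/- cells stably complemented with human TDP1 were seeded at 400 cells/well in medium containing 20 nM camptothecin, exposed to pin-transferred compounds, and grown at 37 °C for at least 48 hr. Viability was read as ATP luminescence.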
Starred values were filed as active, the others as inactive; ? = inconclusive; · = not tested or not shown; & = joins results of further samples; [ ] = dose if it differs, or a comment. The call rests on the fitted dose curve; in most records, active means well fitted curve in the direction sought with a large enough effect; inconclusive means small, poorly fitted or top-dose-only effect, or another doubt; inactive means no such curve, though single readings can be large; an effect the other way counts as inactive or inconclusive. On the % scale 0 is the no-effect control and ±100 the full control effect; potency means the concentration at half of the fitted maximal effect. Not all compounds are listed, so the mix of outcomes need not match the whole.

SMILES	GCN5L2 inh	FEN1 inh	DT40 TDP1 CPT
COc1ccc(CNC(=O)C(OC(=O)c2ccco2)c2ccc(F)cc2)cc1 (configuration not stated)	-1%	8%	-12%
Cc1nn(Cc2cccc(C(=O)NC(C)c3ccc(C(C)(C)C)cc3)c2)c(C)c1[N+](=O)[O-] (configuration not stated)	-10%	-2%	?
CN(Cc1cc2ccccc2[nH]c1=O)S(=O)(=O)c1ccccc1	?	6%	2%
Cn1ncc(Br)c1NC(=O)c1cc(Cl)cc(Cl)c1	-6%	6%	-3%
CCCCOc1ccc(NC(=O)CSc2cccc3cccnc23)cc1	0%	-6%	?
COc1ccccc1NC(=O)/C(=C/c1cccs1)NC(=O)c1ccco1	0%	-3%	14%
CCOc1ccc(S(=O)(=O)N2CCN(C(=O)Cc3ccc(S(=O)(=O)N4CCOCC4)s3)CC2)cc1	-1%	7%	?
COc1ccc(C)cc1NC(=O)CSc1ccc(-c2cccnc2)nn1	0%	14%	-22%
COc1ccc(C(=O)N2CCC3(CCN(C(=O)Nc4cccc(C#N)c4)CC3)CC2)cc1	4%	·	5%
O=C(N/N=C/c1cccs1)[C@H]1C[C@@H]1c1ccccc1	-4%	-5%	?
O=C(COC(=O)COc1ccccc1[N+](=O)[O-])Nc1ccc(S(=O)(=O)N2CCCCC2)cc1	-9%	-19%	0%
Cc1ccc(OCCCC(=O)NNC(=O)c2ccccn2)cc1	-1%	3%	6.5µM*
O=C(O)CCCNc1cc(N2CCN(C3CCCCC3)CC2)c2noc3c2c1C(=O)c1ccccc1-3	3%	?	-12%
N#C/C(=C\c1ccc2c(c1)OCO2)C(=O)NCc1ccco1	-14%	-7%	-1%
CCOC(=O)C1CCCN(Cc2c(C(=O)N3CCCCC3)nc3c(C)cccn23)C1 (configuration not stated)	-4%	-4%	-19%
O=C(CN1C(=O)c2ccccc2C1=O)NCC(=O)OCC(=O)c1cccc([N+](=O)[O-])c1	-12%	0%	6%
O=C(NCCCN1CCOCC1)c1c(O)c2ccccc2[nH]c1=O	-3%	-13%	-6%
Cn1cc(CCC(=O)N2CCCC(C(=O)c3ccc(C(C)(C)C)cc3)C2)cn1 (configuration not stated)	-1%	5%	26µM*
COc1ccc(NS(=O)(=O)c2ccc(NC(=O)c3ccc(N(C)S(C)(=O)=O)cc3)cc2)cc1	3%	-3%	8.2µM*
COc1ccccc1NC(=O)C1=C(C)Nc2nc(SCc3ccccc3Cl)nn2C1c1ccncc1 (configuration not stated)	0%	-6%	-1%
O=C(NC(=S)NCc1cccnc1)c1ccccc1	-3%	-6%	0%
O=C(CSc1nnnn1-c1ccc(Cl)cc1)NNC(=O)c1ccc([N+](=O)[O-])cc1	-8%	14%	-9%
CC(=O)OC1(C(F)(F)F)Oc2ccccc2NC1=O (configuration not stated)	-1%	?	-1%
CSC(=S)N/N=C/c1c[nH]c2ccccc12	-10%	-13%	0.65µM*
Cc1cc(C(=O)N2CCCC(Nc3ccccc3)C2)c2ccc(F)cc2n1 (configuration not stated)	-5%	-7%	13%

Reformatted field by field: entries from further up.
> CCOC(=O)C1CCCN(Cc2c(C(=O)N3CCCCC3)nc3c(C)cccn23)C1 (configuration not stated)
  GCN5L2 inh = -4% | FEN1 inh = -4% | DT40 TDP1 CPT = -19%
> O=C(CN1C(=O)c2ccccc2C1=O)NCC(=O)OCC(=O)c1cccc([N+](=O)[O-])c1
  GCN5L2 inh = -12% | FEN1 inh = 0% | DT40 TDP1 CPT = 6%
> O=C(NCCCN1CCOCC1)c1c(O)c2ccccc2[nH]c1=O
  GCN5L2 inh = -3% | FEN1 inh = -13% | DT40 TDP1 CPT = -6%
> Cn1cc(CCC(=O)N2CCCC(C(=O)c3ccc(C(C)(C)C)cc3)C2)cn1 (configuration not stated)
  GCN5L2 inh = -1% | FEN1 inh = 5% | DT40 TDP1 CPT = 26µM*

More structures
SMILES	GCN5L2 inh	FEN1 inh	DT40 TDP1 CPT
Cc1cn2c(=O)cc(COc3cc(C)c(Cl)c(C)c3)nc2s1	-3%	-1%	11%
CNC(=S)Nc1ccc(C)cc1	-2%	3%	-11%
COc1cccc(-c2nc(CS(=O)(=O)CC(=O)NC3CCC(C)CC3)c(C)o2)c1 (configuration not stated)	-2%	15%	?
O=c1[nH][nH]c(=O)c2c(NS(=O)(=O)c3ccccc3)cccc12	-2%	-5%	-30%
COc1cc(OC)c(NC(=O)CCn2cccn2)cc1Cl	-6%	-1%	21%
COc1ccc(-c2nnc(SCc3ccccn3)n2C)cc1	1%	-2%	29µM*
CCc1nnc(NC(=O)CSc2nccn2Cc2ccccc2)s1	-12%	9%	?
COc1ccc(NC(=O)C2CCCN2C(=O)NCc2ccccc2)c(OC)c1 (configuration not stated)	-1%	-14%	3%
CCN1CCN(c2ccc(S(=O)(=O)N3CCOCC3)cc2NC(=O)c2ccc(OCC(C)C)cc2)CC1	·	-22%	?
COc1ccc(NC(=O)N2CCCC2C(=O)Nc2ccccc2)cc1 (configuration not stated)	0%	8%	6%
C#CCOC(=O)/C(=C/c1ccc(F)cc1)NC(C)=O	-3%	-2%	17%
Cc1c(N(C)S(=O)(=O)c2ccc(Cl)c(C(=O)NCC(C)(C)N3CCOCC3)c2)c(=O)n(-c2ccccc2)n1C	·	-1%	9%
C=CCn1cc(/C=N/NC(=O)COc2cccc3cccnc23)c2ccccc21	1%	33%	15µM*
Cn1c(OCc2ccc3c(c2)OCO3)nc2c1c(=O)n(Cc1cccc(Cl)c1)c(=O)n2C	·	-4%	?
CC(=O)C1=C(C)NC2(O)c3ccccc3C(=O)C12O (configuration not stated)	-4%	-2%	8%
O=c1nc2c(-c3ccccc3F)n[nH]n2c2ccccc12	-19%	-17%	-8%
CCCOc1ccc(N2C(=O)CC(N3CCC(c4nncn4CC)CC3)C2=O)cc1 (configuration not stated)	·	0%	2%
Cc1cccc(C(=O)NCC(=O)NC(C)c2ccc(-n3ccnc3)cc2)c1 (configuration not stated)	3%	-3%	1%
O=S(=O)(c1ccc(Cl)cc1)N1CCCC(C(F)(F)F)C1 (configuration not stated)	5%	-1%	2%
COc1ccc(C(=O)CC2SC(N)=NC2=O)cc1 (configuration not stated)	-28%	1%	?
CCOc1ccc(NC(=O)CC2CC(C)(C)OC2=O)cc1 (configuration not stated)	-1%	7%	-1%
CN(C)CCCN(C(=O)c1ccc(S(=O)(=O)N2CCc3ccccc32)cc1)c1nc2ccc(F)cc2s1	-2%	-28%	?
CCn1cc(Br)c(C(=O)N(C)Cc2ccccc2)n1	-4%	9%	?
Nc1cc(C(=O)OCC(=O)NNC(=O)c2ccccc2F)ccc1Cl	-2%	4%	-1%
Cc1ccc(C2CC(c3ccco3)=NN2S(C)(=O)=O)cc1 (configuration not stated)	2%	-9%	14%
(continued)
SMILES	GCN5L2 inh	FEN1 inh	DT40 TDP1 CPT
COc1ccc(Cl)cc1NC(=O)c1cccnc1	-3%	-5%	3%
Oc1ccccc1/C=N/NC(=S)NC1CC2CC1C1C=CCC21 (configuration not stated)	-9%	-17%	3.7µM*
CCOC(=O)CCCCCNC(=O)c1ccc(F)cc1F	·	14%	3%
O=C(CN(C1CCCCC1)S(=O)(=O)c1ccc(F)cc1)NC1CC1	0%	1%	-12%
O=C(NCc1ccc(F)cc1)C1CCCN1C(=O)Nc1ccc(Cl)cc1 (configuration not stated)	-5%	-14%	-16%
CNC(=O)c1cn(-c2ccccc2)c(=O)c2ccccc12	0%	-2%	0%
CC(C)N(Cc1ccccc1)S(=O)(=O)N(C)C	0%	3%	-2%
CCOC(=O)C1(C)NC(c2ccco2)C2C(=O)N(CC)C(=O)C21 (configuration not stated)	-4%	4%	-22%
N#Cc1c(NC(=O)c2cnn3cccnc23)sc2c1CCCC2	2%	-17%	27%
O=[N+]([O-])c1cccc(C=NNc2ccccc2)c1	·	-23%	-1%
Cc1cc(C)cc(NC(=O)C2CCN(S(=O)(=O)c3c(C)noc3/C=C/c3ccco3)CC2)c1	-5%	5%	23µM*
O=C(Nc1cccnc1)c1ccc(S(=O)(=O)c2ccccc2)cc1	1%	10%	2%
CN1CCN(CCOc2cccc(Cl)c2)CC1	-1%	0%	2%
CNC(=O)c1cc(S(=O)(=O)N2CC(C)OC(C)C2)ccc1N1CCOCC1 (configuration not stated)	-24%	-2%	9%
COc1ccc(C(=O)NCc2ccc3c(c2)OCO3)c(OC)c1	?	2%	?
COc1ccc(NS(=O)(=O)c2cccc(C(=O)NCC3(N4CCOCC4)CCCCC3)c2)cc1	-17%	5%	?
CC(Sc1nnc(-c2ccco2)n1C)C(=O)Nc1nccs1 (configuration not stated)	-18%	12%	-25%
COc1ccc(CN=C2NC(=O)CC(C(=O)Nc3ccccc3C)S2)cc1 (configuration not stated)	1%	3%	-2%
Cc1nc(/C(N)=N/OC(=O)c2ccccc2Cl)c(C(F)(F)F)o1	-1%	5%	-9%
CC(=O)Cn1ncc(Br)c(Br)c1=O	-1%	3%	5.8µM*
N#C/C(=C\c1cccnc1)C(=O)Nc1ccc(SC(F)F)cc1	-10%	1%	-29%
Cc1[nH]c2ccccc2c1CN1CCc2ccccc2C1	-8%[0.501 µM]	30%	10µM*
COc1ccc(CNC(=O)C/C(C)=N/NC(=O)COc2ccccc2)cc1	-6%	3%	16%
Cc1ccc2c(CN(C)Cc3cccc(Cl)c3)cc(=O)oc2c1C	-18%	-5%	?
CN(Cc1ccc(Cl)s1)C(=O)CSc1nnc(C2CC2)n1C1CC1	-3%	-15%	2%

Reprinted from the part before: 5 compounds, followed by the next part.
SMILES	GCN5L2 inh	FEN1 inh	DT40 TDP1 CPT
N#C/C(=C\c1cccnc1)C(=O)Nc1ccc(SC(F)F)cc1	-10%	1%	-29%
Cc1[nH]c2ccccc2c1CN1CCc2ccccc2C1	-8%[0.501 µM]	30%	10µM*
COc1ccc(CNC(=O)C/C(C)=N/NC(=O)COc2ccccc2)cc1	-6%	3%	16%
Cc1ccc2c(CN(C)Cc3cccc(Cl)c3)cc(=O)oc2c1C	-18%	-5%	?
CN(Cc1ccc(Cl)s1)C(=O)CSc1nnc(C2CC2)n1C1CC1	-3%	-15%	2%
O=C1CCC(C(=O)N2CCN(c3ccccc3)CC2)CN1CC1CCCCC1 (configuration not stated)	-10%	-2%	?
Cc1nc2nc[nH]n2c(=O)c1CCOC(=O)c1ccccc1F	-13%	-15%	-15%
Cc1cc(/C=C2\C(=N)N3N=CSC3=NC2=O)c(C)n1Cc1ccccc1	-2%	6%	-3%
COc1ccc2oc(=O)cc(CN3CCN(C(=O)c4ccccc4)CC3)c2c1	-7%	1%	?
CC(C)c1ccc2occ(CC(=O)Nc3ccccc3Cl)c2c1	-8%	0%	-15%
Cc1nc2scc(C)n2c(=O)c1S(=O)(=O)NCCc1ccccc1	-1%&-5%	-5%&-4%	?
O=C(NCc1ccc(Cl)cc1)C(=O)Nc1nccs1	-3%	0%	25%
CSCCC(NC(=O)c1ccccc1Cl)C(=O)N1CCC1 (configuration not stated)	-10%	5%	-7%
CC(C)c1ccc(N2C(=O)[C@@H]3Cc4ccccc4CN3C2=O)cc1	?	2%	-13%
COc1ccc(NC(=O)c2cn(-c3ccccc3)nc2-c2ccc(C)cc2)cc1	-10%	-10%	?
O=C1CC2(CCCC2)CC(=O)N1CCCCNCC1COc2ccccc2O1 (configuration not stated)	2%	·	-22%
COC(=O)c1cc(NC(=O)C2(S(=O)(=O)c3ccc(Cl)cc3)CC2)cc(C(=O)OC)c1	-2%	-3%	-30%
O=C(CSc1nnc(-c2ccccc2)n1-c1ccccc1)NCc1ccco1	2%	4%	?
Cc1nnc(SCCn2c(N3CCC(C)CC3)nc3c2c(=O)n(C)c(=O)n3C)s1	·	-14%	?
COc1ccc(CNC(=O)C(NC(C)=O)C(=O)Nc2ccc(OC)cc2)cc1 (configuration not stated)	0%	2%	-16%
OCC[C@H]1C[C@H](O)[C@@H](O)[C@@]2(CCCCO2)O1	2%	-5%	-2%
CCCSc1ccc([C@H]2N[C@@](CC(C)C)(C(=O)OC)[C@H]3C(=O)N(C)C(=O)[C@@H]23)cc1	-7%	0%	?
CCc1ccc(CN(C)C(=O)CCc2nnc(CCc3ccccc3OC)o2)nc1	-3%	0%	-24%
COc1ccc(NC(=O)c2ccc(CN3C(=O)CCn4nc(C)cc43)cc2)c(OC)c1	-7%	-1%	0%
Cc1ccc(-c2nc(C#N)c(NCCN3CCCCC3)o2)cc1	-10%	-10%	-10%
O=C(C1COc2ccccc2O1)N1CCN(Cc2ccc(Br)cc2F)CC1 (configuration not stated)	-8%	13%	?
CC(Oc1cccc(Cl)c1)c1ccnc2nc(/N=C/N(C)C)nn12 (configuration not stated)	-2%	-16%	-3%
CCCNC(=O)C(=O)Nc1cc2c3c(c1)CCC(=O)N3CCC2	-5%	-18%	0%
Cc1cc(C)nc(Nc2n[nH]c(-c3ccccc3C)n2)n1	-3%	-5%	-12%
